Screens deposited in PubChem BioAssay by Sanford-Burnham Center for Chemical Genomics.
mIAP act: mouse IAP activation | muIAP, CDP-Star luminescence, 30 min; stronger effect = higher value; 1 = vehicle-only enzyme signal, 0 = enzyme-free wells | activation factor at 10 µM | 330,000 compounds, 0.24% hits;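 active = activation factor of at least 2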; note: the source names both 10 and 20 µM as test concentration; values of inactives mirror those of a sister screen read the other way
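System: mouse IAP enzyme. Reagent: CDP-Star chemiluminescent phosphatase substrate. Benchmarks: DMSO wells, no-enzyme wells. Times: 30 min enzyme-substrate-compound incubation at room temperature. Detection: luminescence from enzymatic CDP-Star hydrolysis. Doses: test compounds delivered from DMSO solution.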
tim10-1 inh: tim10-1 yeast growth inhibition. inhibition, % at 20 µM. S. cerevisiae tim10-1 ts strain growth, BacTiter-Glo, 24 h. 330,000 compounds, 2.2% hits;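 active = inhibition of at least 40%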;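 note: mutant grown at 25 °C; 0% = DMSO wells with yeast and 100% = wells holding no yeast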
mIAP block: blocks mouse intestinal alkaline phosphatase; inhibition, % at 10 µM; purified mouse IAP, CDP-Star luminescence, 30 min; 330,000 compounds, 0.2% hits;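 active = inhibition of at least 40% at 10 µM in the primary screen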;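 note: plate controls were DMSO with enzyme for no effect and no enzyme wells for full effect; values of inactives mirror those of a sister screen read the other way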
Apaf-1 inh: human Apaf-1 inhibition. reconstituted apoptosome caspase-3 activity, DEVD-Rh110 fluorescence. 330,000 compounds, 0.71% hits. AID 489030. O14727. inhibition, % at 20 µM; active = inhibition of at least 40% at 20 µM;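 note: plate controls were DMSO wells for no effect and DEVD-CHO caspase inhibitor wells for full effect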
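System: reconstituted apoptosome with Apaf-1, cytochrome c, caspase-9, procaspase-3, dATP; Signal: Rh110 fluorescence intensity; Schedule: 30 min compound preincubation, 50 min activation, room temperature; Reagent: cytochrome c trigger plus (Z-DEVD)2-Rh110 caspase-3 substrate.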
ATG4B inhibitor: blocks human ATG4B protease cleavage of LC3 substrate; ATG4B cleavage of LC3-PLA2, NBD-HPC fluorescence, 1 h; inhibition, % at 8.33 µM; 340,000 compounds, 0.51% hits; in the data active = inhibition above about 40%
Target sequence (Q9Y4P1 whole entry, looked up): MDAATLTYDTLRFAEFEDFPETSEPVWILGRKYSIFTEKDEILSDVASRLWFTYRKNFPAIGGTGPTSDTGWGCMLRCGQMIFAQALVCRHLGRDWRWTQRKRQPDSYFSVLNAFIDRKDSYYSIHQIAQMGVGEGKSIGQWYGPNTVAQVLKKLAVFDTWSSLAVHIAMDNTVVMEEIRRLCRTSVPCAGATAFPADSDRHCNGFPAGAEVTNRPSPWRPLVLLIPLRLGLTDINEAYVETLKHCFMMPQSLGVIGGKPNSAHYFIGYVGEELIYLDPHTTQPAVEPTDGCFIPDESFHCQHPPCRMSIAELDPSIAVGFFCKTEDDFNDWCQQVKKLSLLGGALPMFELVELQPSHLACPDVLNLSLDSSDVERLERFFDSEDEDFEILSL
hIAP block: human IAP inhibition. P09923. purified IAP, CDP-Star luminescence, 30 min. inhibition, % at 10 µM. 330,000 compounds, 0.12% hits. AID 2544;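 active = inhibition reaching a set limit with compound at 10 µM in the primary screen, cut at about 35% in these data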;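 note: plate controls were DMSO wells with enzyme for no effect and no-enzyme buffer wells for full effect; values of inactives mirror those of a sister screen read the other way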
Target sequence (P09923 whole entry, looked up): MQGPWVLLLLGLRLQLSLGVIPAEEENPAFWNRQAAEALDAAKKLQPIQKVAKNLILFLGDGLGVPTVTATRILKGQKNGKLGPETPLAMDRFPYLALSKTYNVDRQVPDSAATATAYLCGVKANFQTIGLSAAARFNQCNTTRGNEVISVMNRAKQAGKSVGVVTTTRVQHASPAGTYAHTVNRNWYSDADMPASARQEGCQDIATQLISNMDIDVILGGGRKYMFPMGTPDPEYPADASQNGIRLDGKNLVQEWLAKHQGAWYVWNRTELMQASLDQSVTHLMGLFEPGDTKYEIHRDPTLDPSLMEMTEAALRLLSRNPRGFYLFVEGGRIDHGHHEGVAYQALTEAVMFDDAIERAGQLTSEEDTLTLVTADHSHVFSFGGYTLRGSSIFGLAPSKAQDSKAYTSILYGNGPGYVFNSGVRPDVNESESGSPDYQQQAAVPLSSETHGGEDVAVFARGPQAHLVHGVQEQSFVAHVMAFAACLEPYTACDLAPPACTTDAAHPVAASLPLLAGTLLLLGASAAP
hIAP activ: human IAP activation; P09923; purified human IAP, CDP-Star luminescence, 30 min; stronger effect = higher value; 1 = vehicle-only enzyme, 0 = enzyme-free background; activation factor at 10 µM; 330,000 compounds, 0.16% hits; AID 2524;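 active = activation factor of the enzyme at least 2-fold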; note: the source names both 10 and 20 µM as test concentration; values of inactives mirror those of a sister screen read the other way
NLRP3 yeast inh: blocks the NALP3 inflammasome reconstituted in yeast | Yeast reconstituted NLRP3/ASC/caspase-1, beta-gal luminescence, 24 h | inhibition, % at 10 µM | 330,000 compounds, 0.39% hits | AID 2825;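 active = inhibition of 50% or more; inactive = inhibition below 50%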;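 note: plate controls were induced DMSO wells for no effect and uninduced yeast grown without galactose for full effect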
TIM10 inh: inhibits growth of TIM10 yeast strain | S. cerevisiae TIM10 strain growth, BacTiter-Glo luminescence, 24 h | inhibition, % at 10 µM | 330,000 compounds, 1.4% hits | AID 463195;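 active = inhibition of 40% or more at the single tested concentration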;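 note: wild-type TIM10 isogenic control strain grown at permissive 25 °C; 0% = DMSO yeast wells and 100% = minimal medium wells without yeast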
Numbers without * were called inactive. Not a hit list. About 4.5% of those tested had a hit in this group.

SMILES | mIAP act | tim10-1 inh | mIAP block | Apaf-1 inh | ATG4B inhibitor | hIAP block | hIAP activ | NLRP3 yeast inh | TIM10 inh
NC(=S)Nc1ccc2cn[nH]c2c1 | 1 | 13 | -3 | 0 | -3 | -3 | 1 | -1 | -6
NC(=O)CN1C(=O)C(=O)N(Cc2cccc(Cl)c2)C1=O | 0.94 | -8 | 6 | 6 | -9 | -2 | 1 | 7 | 9
Nc1ccc(N2CCN(c3ccccc3)CC2)c(F)c1 | 0.97 | 9 | 3 | 1 | 9 | -5 | 1.1 | -2 | 18
C=CCSC1=C(C#N)C(c2ccccc2)CC(=O)N1 (centres undefined) | 0.85 | 12 | 15 | 6 | -6 | 8 | 0.92 | 5 | 0
COC(=O)CSc1nc2ccc(NC(=O)c3ccccc3C(=O)N3CCOCC3)cc2s1 | 0.95 | 6 | 5 | -9 | -2 | -4 | 1 | 2 | 2
O=C(C1CCCCN1S(=O)(=O)c1ccccc1)N1CCCCC1 (centres undefined) | 0.9 | 21 | 10 | -12 | 1 | 14 | 0.86 | -1 | 9
CCc1ccccc1NC(=O)c1cccc(Oc2ccc([N+](=O)[O-])cc2Cl)c1 | 0.84 | 7 | 16 | 0 | 10 | 7 | 0.93 | 26 | -16
CCN(CC)c1ccc(NC(=O)COC(=O)c2cccs2)cc1 | 0.94 | -2 | 6 | 2 | 7 | -3 | 1 | 46 | -12
N#Cc1c(NC(=O)CN2CCN(S(=O)(=O)c3ccc4c(c3)OCCO4)CC2)sc2c1CCC2 | 0.99 | 14 | 1 | -3 | -8 | 9 | 0.91 | 3 | 4
O=C(COC(=O)c1cc(F)cc(F)c1)NCCCc1ccccc1 | 0.98 | -4 | 2 | 1 | -4 | -19 | 1.2 | 10 | 15
CNC(=O)COc1ccc(C=O)cc1OC | 0.97 | -5 | 3 | -8 | -6 | 11 | 0.89 | 15 | 11
Cc1cccc(S(=O)(=O)Nc2ccc(-c3cn4ccccc4n3)cc2)c1 | 0.91 | 10 | 9 | 9 | -3 | 1 | 0.99 | 19 | 24
COc1ccccc1C(=O)N(CCC1CCCN1C)c1nc2ccccc2s1 (centres undefined) | 1.1 | 13 | -12 | 14 | -13 | -2 | 1 | 8 | -9
Nc1nnc(CCS(=O)(=O)c2cc(Cl)ccc2Cl)s1 | 1 | 12 | -4 | 9 | -4 | -11 | 1.1 | 5 | -7
Cc1ccccc1OCC(=O)N=Nc1c(O)n(C)c2ccccc12 | 0.89 | 15 | 11 | -8 | -5 | 13 | 0.87 | 13 | 19
CC(=C/c1ccco1)/C=N/NC(=O)c1ccncc1 | 0.94 | 0 | 6 | -23 | -1 | 7 | 0.93 | -13 | 12
CC(C)OCCCNC(=O)C1CC(=O)N(CCc2ccccc2)C1 (centres undefined) | 1.1 | 15 | -8 | 10 | 1 | -3 | 1 | 3 | -12
CCOc1cc(NC(=O)C(C)C)c(OCC)cc1NC(=O)Nc1ccccc1 | 1.1 | -21 | -13 | -12 | 11 | -22 | 1.2 | 16 | 7
O=C(O)CCCC(=O)Nc1ccc(Sc2ccc([N+](=O)[O-])cc2)cc1 | 1 | -17 | -3 | -5 | -7 | 8 | 0.92 | 9 | -6
CN(Cc1ccccc1)C(=O)COC(=O)c1cc2ccccc2oc1=O | 1 | -6 | 0 | -2 | -11 | -14 | 1.1 | 4 | 2
CCCCCCCc1nc2c(=O)n(C)c3ccccc3c2o1 | 1 | 25 | 0 | 12 | 0 | -12 | 1.1 | -2 | 26
O=C(NC1CCCC1)C1CCCN(S(=O)(=O)c2cccc3cccnc23)C1 (centres undefined) | 0.95 | 2 | 4 | -12 | -1 | 10 | 0.9 | 8 | 0
O=C1C2C(c3ccccc3)C=CC(c3ccccc3)C2C(=O)N1CCO (centres undefined) | 1 | 8 | -5 | -8 | -1 | 1 | 0.99 | 2 | 10
CCCCC(=O)N(CCOC)c1nnc(-c2cccnc2)s1 | 0.93 | 10 | 8 | -7 | -5 | 4 | 0.96 | 20 | 6
COc1cccc(CNc2nc(-c3cccnc3)nc3ccccc23)c1 | 1 | 17 | -5 | -10 | 1 | -15 | 1.1 | 15 | 19

Next section (two carried over from the part before).
SMILES | mIAP act | tim10-1 inh | mIAP block | Apaf-1 inh | ATG4B inhibitor | hIAP block | hIAP activ | NLRP3 yeast inh | TIM10 inh
CCCCC(=O)N(CCOC)c1nnc(-c2cccnc2)s1 | 0.93 | 10 | 8 | -7 | -5 | 4 | 0.96 | 20 | 6
COc1cccc(CNc2nc(-c3cccnc3)nc3ccccc23)c1 | 1 | 17 | -5 | -10 | 1 | -15 | 1.1 | 15 | 19
Cc1ccccc1C1c2[nH]c3ccccc3c2CCN1CCCn1cccn1 (centres undefined) | 1 | 9 | -1 | -3 | 32 | 10 | 0.9 | -5 | 8
CCn1c(C)nc2cc(C(=O)NNC(=O)c3ccc(C)cc3)ccc21 | 1 | 8 | -3 | -5 | 0 | -37 | 1.4 | 12 | 0
CC(Nc1ncnc2ccccc12)c1ccccc1 (centres undefined) | 0.77 | 5 | 23 | -1 | 8 | -1 | 1 | 8 | 2
COc1ccc(C(=O)COC(=O)c2cnc(C)cn2)c(OC)c1 | 0.97 | -1 | 3 | -12 | -1 | -10 | 1.1 | 21 | 0
CCN(CC(=O)Nc1c(F)cccc1F)C(=O)CCc1nc2cc(S(=O)(=O)N(C)C)ccc2n1CC | 0.92 | 4 | 8 | 2 | -6 | -2 | 1 | 18 | -2
COc1cccc(-n2nc(C(N)=O)c(O)cc2=O)c1 | 1.1 | 2 | -8 | -7 | 11 | -5 | 1.1 | 2 | 9
CCc1ccc(N2CCN(C(=O)c3ccc4c(c3)OCO4)CC2)cc1 | 1 | 26 | 0 | 16 | 3 | -8 | 1.1 | 11 | 8
Cc1noc(C)c1S(=O)(=O)NC1CCCc2ccccc21 (centres undefined) | 0.88 | 25 | 12 | 3 | 1 | -9 | 1.1 | 4 | 14
COC(=O)c1cn(CC(=O)N2CCCCC2C)c2ccccc12 (centres undefined) | 0.92 | 11 | 8 | 0 | 8 | -6 | 1.1 | 10 | 7
CC1(C)C2CCC1(C)C(NCC(O)COc1ccc(C#N)cc1)C2 (centres undefined) | 1 | -1 | -1 | 9 | 4 | -18 | 1.2 | 25 | -14
CCc1ccc(C(O)(CC(C)C)C(CN2CCOCC2)c2ccccc2)cc1 (centres undefined) | 0.9 | 24 | 10 | 18 | -6 | 11 | 0.89 | 16 | 20
CC(C)CN1CCN(Cc2c[nH]c3ccccc23)CC1CCO (centres undefined) | 1 | -6 | -2 | -2 | -4 | 10 | 0.91 | 9 | -2
O=c1cnc(-c2ccc(Cl)cc2)cn1O | 0.7 | 8 | 30 | -4 | -7 | -15 | 1.1 | 10 | 6
COc1cccc(NC(=O)c2nc(SC)ncc2Cl)c1 | 0.9 | 9 | 10 | 4 | 0 | 14 | 0.86 | 10 | 0
O=C(Nc1cc(S(=O)(=O)N2CCCCC2)ccc1Oc1ccccc1)C1=COCCO1 | 1 | 16 | -1 | 23 | -2 | 9 | 0.91 | 19 | -3
CCc1ccc(-c2cc(C)no2)cc1S(=O)(=O)NCCc1ccc(S(N)(=O)=O)cc1 | 0.93 | 1 | 7 | 9 | -2 | -5 | 1 | 20 | -1
Cc1c(C(=O)OCc2ccccc2)nnn1-c1nonc1N | 0.91 | 7 | 9 | -3 | -1 | 4 | 0.96 | 6 | 10
CCn1nc(NS(=O)(=O)c2ccccc2[N+](=O)[O-])c2cc3ccc(C)cc3nc21 | 1.1 | 11 | -10 | 0 | -2 | 6 | 0.94 | 7 | 11
Cc1cccc(C(=O)NCCCN2CCCC2=O)c1 | 0.99 | 11 | 1 | -6 | -5 | 16 | 0.84 | 0 | 2
Cc1ccc(Cn2c(SCCN3CCOCC3)nc3c2c(=O)n(C)c(=O)n3C)cc1 | 1 | 12 | 0 | -15 | -6 | 9 | 0.91 | 29 | 8
CCC(c1nnnn1CCc1ccccc1)N(Cc1ccco1)Cc1cc2c(C)ccc(C)c2[nH]c1=O (centres undefined) | 1 | 31 | -4 | 28 | -25 | 3 | 0.97 | 4 | 14
CCCn1c(-c2ccc(C(=O)OC)cc2)nc2c1c(=O)[nH]c(=O)n2Cc1ccccc1 | 1.1 | -1 | -6 | 3 | 0 | -10 | 1.1 | 2 | -4
Cc1cccc(-n2ncc3c(N4CCCC4)ncnc32)c1 | 1.1 | 32 | -12 | -6 | -15 | -9 | 1.1 | 36 | 17
CCCOc1c(Br)cc(C2C3=C(CCCC3=O)N(CC)C3=C2C(=O)CCC3)cc1OC | 0.95 | 29 | 5 | 27 | -10 | 2 | 0.98 | 4 | 12
CCOC(=O)c1c(NC(=S)Nc2ccccc2)sc2c1CCN(CC)C2 | 0.87 | -9 | 13 | 3 | -5 | 1 | 0.99 | 6 | -9
O=C(NCC1CCCO1)c1ccc(COc2ccc(Br)cc2)cc1 (centres undefined) | 1.1 | 5 | -9 | 8 | 2 | 3 | 0.97 | 48 | 26
O=C(c1ccc(-c2ccccc2)cc1)N1CCN(C(=O)c2ccco2)CC1 | 1.1 | 11 | -6 | 3 | -3 | -1 | 1 | 12 | 3
CC12CCC(c3c(C(=O)Nc4nccs4)nn(-c4ccccc4)c31)C2(C)C (centres undefined) | 0.94 | 22 | 6 | 11 | 38 | 3 | 0.97 | 8 | 34
O=C1COc2ccc(S(=O)(=O)N3CCc4ccccc43)cc2N1 | 0.96 | 9 | 4 | -12 | -6 | 0 | 1 | 7 | -17

Entries of single compounds from above. Values in the order: mIAP act, tim10-1 inh, mIAP block, Apaf-1 inh, ATG4B inhibitor, hIAP block, hIAP activ, NLRP3 yeast inh, TIM10 inh
`CC12CCC(c3c(C(=O)Nc4nccs4)nn(-c4ccccc4)c31)C2(C)C` (centres undefined) across the screens: 0.94, 22, 6, 11, 38, 3, 0.97, 8, 34
`Cc1c(C(=O)OCc2ccccc2)nnn1-c1nonc1N` across the screens: 0.91, 7, 9, -3, -1, 4, 0.96, 6, 10

Random excerpt: 5 records from the list, in no set order.
SMILES | mIAP act | tim10-1 inh | mIAP block | Apaf-1 inh | ATG4B inhibitor | hIAP block | hIAP activ | NLRP3 yeast inh | TIM10 inh
CC(C)CN1CCN(Cc2c[nH]c3ccccc23)CC1CCO (centres undefined) | 1 | -6 | -2 | -2 | -4 | 10 | 0.91 | 9 | -2
CCn1c(C)nc2cc(C(=O)NNC(=O)c3ccc(C)cc3)ccc21 | 1 | 8 | -3 | -5 | 0 | -37 | 1.4 | 12 | 0
CC1(C)C2CCC1(C)C(NCC(O)COc1ccc(C#N)cc1)C2 (centres undefined) | 1 | -1 | -1 | 9 | 4 | -18 | 1.2 | 25 | -14
Cc1c(C(=O)OCc2ccccc2)nnn1-c1nonc1N | 0.91 | 7 | 9 | -3 | -1 | 4 | 0.96 | 6 | 10
CCc1ccc(N2CCN(C(=O)c3ccc4c(c3)OCO4)CC2)cc1 | 1 | 26 | 0 | 16 | 3 | -8 | 1.1 | 11 | 8
